From PubChem BioAssay
CTSL1 counter: blocks F. hepatica cathepsin L1 in PFM18AAP counter-screen; recombinant F. hepatica cathepsin L1, Z-Leu-Arg-MCA fluorescence; inhibition, % at 5.96 µM; hit rate 0.49% among 300,000;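 active = inhibition above the mean of all tested compounds plus 3 SD, set per screening campaign, cut at about 17% in these data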;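 also: 0% = plate median of test compound wells and 100% = 1 µM Z-Phe-Ala-diazomethylketone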
GASC-1 inh: blocks human GASC-1 demethylase activity. Q9H3R0. GST-JMJD2C(1-420) H3K9me3 demethylation, DELFIA europium. inhibition, % at 2.35 µM. hit rate 0.069% among 330,000. AID 2099;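 active = more than half of a compound's replicate wells show inhibition beyond 50%, single wells judged on their own value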;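 also: signal counts dimethyl H3K9 product captured on neutravidin plate; 0% = median of DMSO wells and 100% = 0.3 times that DMSO median; strong numbers were not always called active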
Target sequence (Q9H3R0 1-420 limits assumed): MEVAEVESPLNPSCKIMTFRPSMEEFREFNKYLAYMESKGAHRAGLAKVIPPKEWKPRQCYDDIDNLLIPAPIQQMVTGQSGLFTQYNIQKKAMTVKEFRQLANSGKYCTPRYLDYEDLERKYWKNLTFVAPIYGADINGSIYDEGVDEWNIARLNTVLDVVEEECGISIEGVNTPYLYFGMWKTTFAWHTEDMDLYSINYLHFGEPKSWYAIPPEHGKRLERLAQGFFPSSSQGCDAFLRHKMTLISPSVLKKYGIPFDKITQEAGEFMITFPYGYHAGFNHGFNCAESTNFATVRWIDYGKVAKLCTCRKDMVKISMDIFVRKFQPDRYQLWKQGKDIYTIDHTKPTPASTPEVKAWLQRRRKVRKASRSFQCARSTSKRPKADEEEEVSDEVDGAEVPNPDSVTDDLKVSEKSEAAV
core dimer inh: HCV core protein dimerization inhibition | TR-FRET GST/Flag-core106 dimerization, 1536-well | inhibition, % at 5 µM | hit rate 0.33% among 300,000 | AID 1899;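 active = inhibition above the mean of all tested compounds plus 3 SD, set per screening campaign, cut at about 45% in these data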
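System – GST-tagged and Flag-tagged HCV core protein residues 1-106 · Repeats – one well for each compound · Technique – TR-FRET 671 and 617 nm emission · Doses – one concentration, 5 µM, in 0.5% DMSO · Times – 4 h, 22.5 °C incubation · Also added – Eu donor and XL665 acceptor anti-tag antibodies · Measure – percent inhibition of core106 dimerization signal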
proCasp7 act: counter-screen: procaspase-7 (human) activation; recombinant procaspase-7, Ac-DEVD-pNA absorbance 405 nm; D23A/D198A/D206A triple mutant, cannot self-cleave; scale: DMSO 0, 5 µM enzyme 100; activation, % at 8.5 µM; hit rate 0.093% among 330,000; AID 463210;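 active = percent activation above the screen-wide mean plus 3 SD, cut at about 25% in these data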
Target sequence (P55210 whole entry D23A/D198A/D206A): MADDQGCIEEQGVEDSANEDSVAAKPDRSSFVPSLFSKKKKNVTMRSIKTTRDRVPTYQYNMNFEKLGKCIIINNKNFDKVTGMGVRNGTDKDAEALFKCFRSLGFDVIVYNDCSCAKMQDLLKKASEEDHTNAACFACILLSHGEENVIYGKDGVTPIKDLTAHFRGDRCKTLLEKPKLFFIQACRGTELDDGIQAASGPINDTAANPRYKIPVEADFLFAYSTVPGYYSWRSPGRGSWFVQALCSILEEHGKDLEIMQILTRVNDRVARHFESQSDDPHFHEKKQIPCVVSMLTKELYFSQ
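Assay system – Uncleavable procaspase-7 mutant enzyme · Quantity – 2 µM procaspase-7 mutant as dispensed · Times – 1 h preincubation, 2 h reaction · Dosing – single nominal 8.5 µM compound dose, 0.8% DMSO final · Buffer or medium – Zinc-free 50 mM HEPES buffer, pH 7.4, with NaCl and Triton X-100 · Detection – Epi-absorbance of released pNA at 405 nm, two timepoints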
PP5 primary: PP5 (human) phosphatase inhibition; purified PP5c, OMFP substrate fluorescence; inhibition, % at 6.7 µM; hit rate 0.18% among 320,000;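 active = inhibition above the campaign's mean inhibition across all tested compounds plus 3 SD, cut at about 9.5% in these data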;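 also: 0% = DMSO only and 100% = 100 µM cantharidin control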
GRK2 inh: inhibitors of human GRK2 displacing RNA aptamer. hit rate 0.59% among 330,000. bead flow cytometry, FAM-aptamer displacement from GRK2. AID 488847. P25098. inhibition of aptamer binding, % at 10 µM;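 active = inhibition of aptamer binding above 40%, roughly 3 SD of noise, on plates passing a quality check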;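 also: median bead fluorescence of bound FAM aptamer so fluorescent compounds give negative values; no value below 0 was filed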
VLA-4 inh: inhibition in a human VLA-4 binding assay; VLA-4 expressing cells, ligand binding flow cytometry; inhibition, % (about 7 µM as worked out from the volumes in the protocol); P13612; hit rate 0.2% among 330,000; in the data active = inhibition above about 50%
PP1 inh: PP1-alpha (human) inhibition in PP5 counter-screen; purified PP1alpha, OMFP fluorescence; P62136; hit rate 0.9% among 320,000; inhibition, % at 6.7 µM; AID 2235;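 active = inhibition above the mean inhibition of all tested compounds plus 3 SD, computed separately for each screening campaign, cut at about 15% in these data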
proCasp3 act: procaspase-3 (human) activation; P42574; recombinant procaspase-3 D3A, Ac-DEVD-pNA absorbance 405 nm; activation, % at 8.5 µM; hit rate 0.11% among 330,000;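 active = activation above the mean of all tested compounds plus 3 SD, cut at about 21% in these data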;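 also: 0% = DMSO alone and 100% = DMSO wells spiked with extra 5 µM PC-3 D3A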
Target sequence (P42574 whole entry D9A/D28A/D175A): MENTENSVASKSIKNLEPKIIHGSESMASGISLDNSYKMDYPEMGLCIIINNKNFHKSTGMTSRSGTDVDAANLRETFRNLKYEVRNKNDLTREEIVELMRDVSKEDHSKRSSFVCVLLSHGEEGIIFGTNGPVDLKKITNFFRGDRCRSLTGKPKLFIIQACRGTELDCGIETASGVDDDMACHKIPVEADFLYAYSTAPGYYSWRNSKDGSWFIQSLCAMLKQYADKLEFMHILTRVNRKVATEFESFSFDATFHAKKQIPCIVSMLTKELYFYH
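Technique: 405 nm absorbance of p-nitroaniline, reads at 0 and 120 min; Test system: Procaspase-3 D3A mutant; Incubation: 1 h enzyme-compound preincubation, then 2 h substrate reaction, 25 °C; Repeats: singlicate, each compound tested once; Benchmarks: low control DMSO wells, high control DMSO plus 5 µM PC-3 D3A.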
An asterisk follows results filed as active; · = no result given; & = joins results of further samples. Random draw from the library; overall some 2.6% were active at least once.

No.	mol	VLA-4 inh	proCasp7 act	GASC-1 inh	core dimer inh	PP1 inh	GRK2 inh	CTSL1 counter	proCasp3 act	PP5 primary
1	CC(=O)Nc1ccc(S(=O)(=O)N2CCN(Cc3ccncc3)CC2)cc1	12	-4	-3	-4	-3	6	-1	-5	0.7
2	COc1cccc(C(=O)c2cn(CC(=O)NCc3ccco3)c3nc(C)ccc3c2=O)c1	4	-17	-4	22	0	5	1	7	3.2
3	CC(C)NC(=O)Cn1nnc(-c2ccc(Cl)cc2)n1	3	-11	-11	-3	1	3	2	1	1.6
4	COc1ccc(NC(=O)C2=CC(c3ccc(OC)cc3)=NS(=O)(=O)N2C)cc1	-15	12	0	-4	0	0	-1	7	2.7
5	COc1ccc(S(=O)(=O)N2CCC(C(=O)Nc3ccc(F)cc3)CC2)c2cccnc12	3	-2	-8	-1	0	0	-2	-1	2.9
6	COc1cc(NC(=O)C2=C(N3CCOCC3)/C(=C\c3ccc(Cl)cc3Cl)CC2)cc(OC)c1OC	13	7	-30	10	-2	14	1	-3	-0.5
7	CC(C(=O)NNS(=O)(=O)c1cccc(C(F)(F)F)c1)n1nnc(N2CCOCC2)n1 (centres undefined)	-5	-3	0	9	-1	1	59*	-5	2.4
8	COc1ccc(/C=C(\NC(=O)c2ccc(OC)cc2)C(=O)NC(CCSC)C(=O)O)cc1 (centres undefined)	1	-13	0	-4	0	2	0	3	0.7
9	COc1cccc2cc(/C(C)=N/Nc3nc(-c4cc(C)ccc4C)cs3)c(=O)oc12	6	-7	7	76*	20*	1	1	8	0.8
10	CCN1C(=O)/C(=C2/Sc3ccccc3N2CC)S/C1=N\c1ncn[nH]1	-12	-10	-3	-5	3	2	-4	-4	-0.4
11	Cc1ccc(NC(=O)/C(=C/c2cccc(Br)c2)NC(=O)c2ccco2)cc1	6	8	-25	4	-2	1	3	3	0.9
12	COc1ccc(OCCSc2nc(N)cc(=O)[nH]2)cc1	-15	14	0	3	-2	18	0	1	-1.9
13	CCOC(=O)N1CCC(N(CCOC)C(=O)Nc2ccc(Cl)cc2)CC1	-11	8	·	-12	-10	0	6	6	2.3
14	Cc1ccc(Cl)cc1NC(=S)N(CCCN1CCOCC1)Cc1ccco1	1	6	-8	-2	7	0	4	8	-0.2
15	CC1CCCCC12NC(=O)N(CC(=O)Nc1sc3c(c1C(N)=O)CCC3)C2=O (centres undefined)	5	-4	9	69*	0	5	-1	-2	3.2
16	CC(C)(OC(=O)c1cccs1)c1cc2ccccc2c(=O)o1	10	-6	0	·	2	0	·	-3	2.1
17	Cc1ccc(N2C(=O)c3ccc(C(=O)N4CCN(c5ccccc5F)CC4)cc3C2=O)cc1	4	11	1	8	0	0	2	6	2.9
18	Cc1cc(C)n2nc(SCC(=O)c3ccc[nH]3)nc2n1	8	-3	-4	16	1	1	1	3	0.5
19	NC(=O)Nc1ccc(C(=O)OCC(=O)N(Cc2ccccc2)C2CCS(=O)(=O)C2)cc1 (centres undefined)	3	-3	4	2	-2	0	6	5	-2.4
20	O=S1(=O)CCOCCCN1Cc1ccccc1	3	1	1	1	2	2	1	2	0.9

Entries 1 to 7 from above:
No.	mol	VLA-4 inh	proCasp7 act	GASC-1 inh	core dimer inh	PP1 inh	GRK2 inh	CTSL1 counter	proCasp3 act	PP5 primary
1	CC(=O)Nc1ccc(S(=O)(=O)N2CCN(Cc3ccncc3)CC2)cc1	12	-4	-3	-4	-3	6	-1	-5	0.7
2	COc1cccc(C(=O)c2cn(CC(=O)NCc3ccco3)c3nc(C)ccc3c2=O)c1	4	-17	-4	22	0	5	1	7	3.2
3	CC(C)NC(=O)Cn1nnc(-c2ccc(Cl)cc2)n1	3	-11	-11	-3	1	3	2	1	1.6
4	COc1ccc(NC(=O)C2=CC(c3ccc(OC)cc3)=NS(=O)(=O)N2C)cc1	-15	12	0	-4	0	0	-1	7	2.7
5	COc1ccc(S(=O)(=O)N2CCC(C(=O)Nc3ccc(F)cc3)CC2)c2cccnc12	3	-2	-8	-1	0	0	-2	-1	2.9
6	COc1cc(NC(=O)C2=C(N3CCOCC3)/C(=C\c3ccc(Cl)cc3Cl)CC2)cc(OC)c1OC	13	7	-30	10	-2	14	1	-3	-0.5
7	CC(C(=O)NNS(=O)(=O)c1cccc(C(F)(F)F)c1)n1nnc(N2CCOCC2)n1 (centres undefined)	-5	-3	0	9	-1	1	59*	-5	2.4

Other structures:
No.	mol	VLA-4 inh	proCasp7 act	GASC-1 inh	core dimer inh	PP1 inh	GRK2 inh	CTSL1 counter	proCasp3 act	PP5 primary
21	O=C1c2cccc3cccc(c23)C(=O)N1c1ccc(O)cc1	6	9	1	3	0	2	-3	7	-0.1
22	O=C(Cn1c(-c2ccco2)nc2ccccc21)N1CCCCC1	1	-1	6	-2	-1	0	0	-7	0.3
23	O=C(N/N=C/c1ccccn1)c1[nH]c2ccc([N+](=O)[O-])cc2c1-c1ccccc1	7	4	0	14	13	2	2	-1	4.4
24	COc1ccc(-c2cc(C(=O)N/N=C/c3cccnc3)c3ccccc3n2)c(OC)c1	15	-2	10	0	-1	4	3	3	1.7
25	O=C(O)CSCC(=O)Nc1ccc(Cl)cc1C(F)(F)F	0	-3	-18	-13	4	6	0	-3	3.1
26	O=C(CNc1ccccc1)NNC1=NCCC1	24	-3	-1	-3	-4	0	-1	1	1.2
27	CCc1nnc(NC(=O)C(=O)NCCOC(=O)c2ccccc2)s1	5	1	0	4	-1	0	2	-2	-2.2
28	CC(C)[C@H](NC(=O)c1ccc(C(C)(C)C)cc1)C(=O)Nc1nnc(C2CC2)s1	18	5	-1	4	2	3	4	2	2.4
29	CCCCNC(=O)N(C)c1nncnc1C(=O)NC	0	7	3	-3	0	0	-1	6	-0.1
30	CC(C)=N/N=C1\NC(=O)C(C)S1 (centres undefined)	-10	-2	9	-2	-6	0	0	-13	-1.8
31	O=C(OCC#CCSc1nnc(-c2cccc3ccccc23)o1)c1cnc[nH]1	3	5	·	·	·	0	·	-2	·
32	COc1ccc(CN2CCNC(=O)C2CC(=O)NCc2ccc(C)s2)c(OC)c1 (centres undefined)	1	-6	-8	8	4	0	-1	1	2.0
33	CCN(CC)C(=S)SCc1csc(CC(=O)Nc2ccccc2C)n1	5	-13	137	-12	5	0	-1	-5	2.3
34	Cc1ccc(NC(=O)C(C)Sc2nc3nc(C)cc(C)n3n2)cc1 (centres undefined)	13	2	-6	·	-2	0	·	-1	4.3
35	Cn1nnnc1SCc1nc2ccccc2[nH]1	3	3	6	-3	-5	0	-1	-7	1.9
36	COc1cccc2c1OCC/C2=N\NC(=O)C(C)Oc1ccc([N+](=O)[O-])cc1 (centres undefined)	-2	-5	7	-1	-1	3	5	-7	1.7
37	CCCC(=O)Nc1ccccc1NC(=O)CCC	9	2	6	6	5	0	-6	-2	1.2
38	COc1ccc(Cl)cc1N(CC(=O)Nc1ccccc1C(=O)N1CCOCC1)S(C)(=O)=O	11	-8	3	-7	1	23	-1	6	-0.5
39	CC(=O)NC12CC3CC(C1)CC(C(=O)Oc1ccc(N(C)S(=O)(=O)c4cc(C)ccc4C)cc1)(C3)C2	2	-5	-11	4	2	1	-2	-2	5.3
40	CC1CN(C(C)C(=O)NNC(=O)c2ccc(F)cc2)CC(C)O1 (centres undefined)	-19	3	1	·	·	0	·	-4	·

Continued.
No.	mol	VLA-4 inh	proCasp7 act	GASC-1 inh	core dimer inh	PP1 inh	GRK2 inh	CTSL1 counter	proCasp3 act	PP5 primary
41	Cc1ccc(Cn2ncc3c(NCCN(C)C)ncnc32)cc1	6	3	-7	-4	0	3	-7	1	2.0
42	O=C(CSc1ccc(-c2ccco2)nn1)NC1CCCCC1	-2	-15	·	2	2	3	-1	-7	-0.4
43	CCOC(=O)c1cc(OC(=O)c2ccccc2)n(-c2ccccc2)n1	2	6	1	2	-2	0	-1	11	-2.5
44	Cc1cccc(C)c1OCC(=O)N=Nc1c(O)[nH]c2ccc(Br)cc12	20	6	-2	-5	12	4	0	0	0.7
45	CCN(CC(=O)NC1CCS(=O)(=O)C1)C(=O)c1ccc(S(=O)(=O)N(CC)CC)cc1 (centres undefined)	1	4	0	·	-1	1	·	1	3.1
46	O=C1COc2ccc(S(=O)(=O)Nc3ccc4c(c3)OCO4)cc2N1	12	2	-38	-1	-1	2	-1	6	1.2
47	COC(=O)c1cc(OC)c(OC)cc1NC(=O)c1ccc(C)o1	-1	9	2	0	4	0	4	3	3.3
48	Cc1cccc(NC(=O)CCn2c(=O)oc3ccccc32)c1	22	1	-5	-8	2	0	-2	-1	2.6
49	O=C(c1csc2c1CCCC2)N1CCN(c2ncccn2)CC1	29	-5	-32	-5	-2	1	-3	0	1.1
50	Cc1cc(O)ccc1Nc1nc(-c2cccs2)cs1	0	-5	5	-6	1	2	2	-5	1.3
51	COc1ccc(-c2coc3cc(OC(=O)N4CCOCC4)ccc3c2=O)cc1	7	3	2	2	-4	1	-3	5	-0.1
52	CCOc1ccc(/C=N/NC(=O)c2c(C)n(C)c3ccc(OC)cc23)cc1	-9	-4	1	0	1	1	5	5	0.9
53	CN(CC(=O)Nc1cccc(F)c1)C(=O)c1cc(S(=O)(=O)N(C)C)ccc1N1CCCC1	12	1	16	5	0	0	-4	1	1.0
54	c1ccc2c(N3CCCCC3)nc(N3CCCC3)nc2c1	0	3	0	-2	-4	0	5	-5	0.7
55	CCOc1ccc(S(=O)(=O)N2CCC(C(=O)NCc3cccnc3)CC2)cc1C	8	-3	-3	5	0	1	-2	9	2.0
56	Cc1cc(C(=O)N2CCC(C(F)(F)F)n3nccc32)on1 (centres undefined)	-12	3	0	-8	0	0	0	-5	-0.1
57	COc1ccc(CC(=O)NNC(=O)CN(C)S(=O)(=O)c2ccc(Cl)cc2)cc1OC	11	10	-9	·	1	2	·	10	1.8
58	O=C(Nc1cc([N+](=O)[O-])ccc1N1CCCC1)c1cccs1	-5	-5	15	0	2	0	3	7	2.5
59	O=C(Cn1ncc2c([nH]c3ccccc32)c1=O)N1CCCCC1	14	13	0	-4	1	5	0	-3	2.1
60	CCCCCCCCCCCCCCCCn1cc[n+](C)c1	11&-35	8&2	-4&-32	-3&-12	25*	0&0	7&3	-19&-11	3.0&2.8

Whole records, looked up by structure. Screens in order: VLA-4 inh, proCasp7 act, GASC-1 inh, core dimer inh, PP1 inh, GRK2 inh, CTSL1 counter, proCasp3 act, PP5 primary
Record of CCOc1ccc(S(=O)(=O)N2CCC(C(=O)NCc3cccnc3)CC2)cc1C : 8, -3, -3, 5, 0, 1, -2, 9, 2.0
Record of COc1ccc(CC(=O)NNC(=O)CN(C)S(=O)(=O)c2ccc(Cl)cc2)cc1OC : 11, 10, -9, ·, 1, 2, ·, 10, 1.8
